Bioassay records (PubChem BioAssay)
Pf gametocyte = P. falciparum stage V gametocyte viability inhibition | P. falciparum stage V gametocytes, ATP luminescence, 24 h | inhibition, % at 10.9 µM | 150,000 compounds, 0.065% hits | AID 743093;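 active means inhibition above the mean plus 3 SD of compounds within the control limits, set per campaign, cut at about 38% in these data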;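 further: 0% = DMSO wells and 100% = medium only without gametocytes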
Rac1 act GTP bind = alters GTP binding to activated mutant human Rac1; 190,000 compounds, 0.11% hits; percent activity (GTP binding), % at 10 µM; AID 764; P63000; GST-Rac1 activated beads, fluorescent GTP binding, flow cytometry; actives lie on both sides; 100% means binding = to untreated wells;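 active means GTP binding at least 20 percentage points away from the 100% baseline, in either direction, so actives lie on both sides; inconclusive means Compound likely fluorescent itself, or too few beads counted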
Rac1 wt GTP bind = alters GTP binding to wildtype human Rac1; GTP binding activity (% of control), % at 10 µM; 190,000 compounds, 0.27% hits; AID 757; GST-Rac1 beads, fluorescent GTP binding, flow cytometry; actives lie on both sides; 0 = cold GTP competed, 100 = untreated; P63000;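 active means GTP binding activity at least 20 points away from the 100% control level, either lower or higher; inconclusive means compound flagged as likely green fluorescent, judged across all proteins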
Cdc42 wt = modulators (inhibitors or activators) of GTP binding to human Cdc42 wildtype; 190,000 compounds, 0.2% hits; P60953; percent activity (GTP binding), % at 10 µM; GST-Cdc42 beads, Bodipy-GTP binding, flow cytometry; actives lie on both sides;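 active means percent activity GTP binding at least 20 points away from the 100% baseline, either down as inhibitor or up as activator; inconclusive means compound flagged as likely green fluorescent from well-wide comparison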;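 further: median bead fluorescence of bound Bodipy-FL-GTP at 100 nM; 0% = excess unlabeled GTP control and 100% = no compound control; below 100% means less GTP binding so inhibitor and above means activator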
Target sequence (P60953 whole entry, looked up): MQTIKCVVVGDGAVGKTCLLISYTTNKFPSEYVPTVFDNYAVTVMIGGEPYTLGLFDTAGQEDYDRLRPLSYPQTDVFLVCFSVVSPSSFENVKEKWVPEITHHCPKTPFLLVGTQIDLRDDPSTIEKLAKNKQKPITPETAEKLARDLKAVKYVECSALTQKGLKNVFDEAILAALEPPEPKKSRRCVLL
Rab7 wt GTP bind = modulators of GTP binding to dog Rab7 wildtype GTPase. GST-Rab7 beads, fluorescent GTP binding, flow cytometry; actives lie on both sides; untreated = 100%, excess cold GTP = 0%. GTP binding activity (percent of control), % at 10 µM. 190,000 compounds, 0.055% hits;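 active means fluorescent GTP binding to Rab7 beads changed by at least 20 points from the 100% baseline, either direction, mostly lower; inconclusive means compound itself probably fluorescent, or too few beads counted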;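 further: median green fluorescence of bound Bodipy-FL-GTP per Rab7 bead population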
ABCG2 inh = blocks JC-1 efflux by human ABCG2 transporter; IgMXP3 cells, flow cytometry; inhibition, % at 6.6 µM; 190,000 compounds, 0.1% hits; AID 1325;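 active means inhibition above 80%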;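 further: 0% = DMSO and 100% = nicardipine control wells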
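test system = two drug-resistant human cell lines, ABCG2 and ABCB1 | amount = 3 million cells/mL final, two lines in 1:1 ratio | reagent = JC-1 transporter substrate | doses = one concentration, 6.6 µM final | incubation = 10 min at 25 °C | signal = flow cytometric JC-1 green MFI at 530 nm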
ABCB1 inh = inhibitors of human ABCB1 transporter, ABCG2 counter-screen. CCRF-Adr cells, JC-1 efflux, flow cytometry. inhibition, % at 6.6 µM. 190,000 compounds, 0.067% hits; in the data active means inhibition above about 40%;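 further: 0% = vehicle and 100% = reference inhibitor; higher value means more JC-1 retained so stronger ABCB1 efflux block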
Mcl1-Noxa inh = disrupts binding of human Mcl-1 to Noxa peptide; Q07820; TR-FRET Mcl-1/Noxa peptide binding, 2 h; inhibition, % at 21.7 µM; 220,000 compounds, 1.5% hits; AID 1022;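 active means compounds that cut the protein-peptide binding signal by more than 50% relative to plate controls in a single-dose test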;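 further: His-tagged Mcl-1 with rhodamine Noxa BH3 peptide and terbium anti-His antibody; 0% = Mcl-1 plus Noxa peptide wells and 100% = peptide-only wells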
Target sequence (Q07820 whole entry, looked up): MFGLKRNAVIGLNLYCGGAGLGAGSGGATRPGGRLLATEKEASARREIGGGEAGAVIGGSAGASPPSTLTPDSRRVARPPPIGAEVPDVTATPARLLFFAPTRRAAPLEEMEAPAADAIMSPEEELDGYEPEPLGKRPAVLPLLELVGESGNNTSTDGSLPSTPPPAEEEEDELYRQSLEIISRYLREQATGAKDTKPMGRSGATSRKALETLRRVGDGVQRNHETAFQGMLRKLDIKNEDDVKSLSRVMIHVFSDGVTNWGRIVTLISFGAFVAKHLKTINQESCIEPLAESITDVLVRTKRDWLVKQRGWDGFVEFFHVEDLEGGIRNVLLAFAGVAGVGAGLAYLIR
Avidin bead fluor = avidin bead compound fluorescence profile; AID 1775; fluorescence (KMESF) at 10 µM; Avidin beads, compound fluorescence 488/530 nm, flow cytometry; active compounds read high; 220,000 compounds, 0.38% hits; in the data active means fluorescence above about 47; further: inactives centre near 10
Rab2 wt GTP = changes GTP binding to wildtype dog Rab2A, up or down | 190,000 compounds, 0.19% hits | P61105 | GTP binding activity, % at 10 µM | GST-Rab2 wt beads, Bodipy-GTP binding, flow cytometry;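 active means GTP binding activity at least 20 points away from 100%, either lowered or raised; inconclusive means signal likely due to the compound's own green fluorescence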;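 further: 0% = beads with excess unlabeled GTP and 100% = no-compound control corrected for plate trend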
HRas wt GTP bind = human HRas wildtype GTP binding, change in either direction; 190,000 compounds, 0.14% hits; GST-Ras wt beads, Bodipy-FL-GTP binding, flow cytometry; actives lie on both sides; GTP binding activity, % at 10 µM; AID 759;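 active means GTP binding activity at least 20% away from the 100% baseline, either lowered as inhibitor or raised as activator; inconclusive means flagged as likely green fluorescent, judged across all proteins in the well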;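 further: 0% = unlabeled GTP competition control and 100% = no-compound control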
Target sequence (P01112 whole entry, looked up): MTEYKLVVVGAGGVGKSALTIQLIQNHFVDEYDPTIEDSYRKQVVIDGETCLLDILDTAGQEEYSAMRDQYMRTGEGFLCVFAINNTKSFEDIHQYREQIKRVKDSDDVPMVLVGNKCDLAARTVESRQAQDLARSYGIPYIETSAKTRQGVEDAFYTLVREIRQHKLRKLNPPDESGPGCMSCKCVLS
* hit, by the source's call; ? = inconclusive; / = not tested or not shown. Compounds were not picked by outcome, and some 2.3% of all compounds hit somewhere here.

SMILES	Pf gametocyte	Rac1 act GTP bind	Rac1 wt GTP bind	Cdc42 wt	Rab7 wt GTP bind	ABCG2 inh	ABCB1 inh	Mcl1-Noxa inh	Avidin bead fluor	Rab2 wt GTP	HRas wt GTP bind
CCC(=O)N(NC1=NS(=O)(=O)c2ccccc21)S(=O)(=O)c1ccc(C)cc1	-10	95	97	97	100	0	-0.1	10	12	96	98
O=C(CSc1nc(-c2ccccc2)c(-c2ccccc2)[nH]1)NCCN1C(=O)CSC1=O	/	99	100	99	102	2	0.2	10	37	99	100
COc1ccc(Nc2nc(N)nc(CSC(=S)N3CCOCC3)n2)cc1	4	?	?	?	?	7	-0.2	0	8	?	?
CCNC(=S)NS(=O)(=O)c1ccc(CC)cc1	-6	100	104	103	99	0	0.1	20	35	100	100
COc1cc(C(=O)NCCC2=CCCCC2)cc(OC)c1OC	0	98	102	103	100	56	0.7	2	26	100	100
COCCNC(=O)c1cn(Cc2c(F)cccc2Cl)nn1	/	101	104	102	100	1	0.8	-4	10	102	103
CCN(CC)Cc1cc(O)c(CN(CC)CC)cc1O	-13	95	94	97	105	1	0.3	98*	13	99	98
COc1cc(S(=O)(=O)Nc2ccc(C(=O)NCC(=O)O)cc2)ccc1NC(C)=O	8	95	96	94	102	0	0.2	4	22	98	95
CCOC(=O)NC(Nc1nnc(C)s1)(C(=O)OCC)C(F)(F)F (stereo not given)	-5	101	115	103	109	1	0.1	1	11	103	105
CCn1c(SCC(=O)Nc2nc(C)cs2)nnc1-c1cccnc1	-1	98	102	102	100	3	0.5	6	15	100	103
OC(CNCc1ccccc1)COCc1ccc(Cl)cc1 (stereo not given)	-7	94	100	97	97	0	-0.1	27	26	96	98
CC(CCc1ccccc1)NC(=O)c1cncc(Br)c1 (stereo not given)	/	96	101	100	103	3	0.6	6	15	102	102
C=CCn1ccc2c([N+](=O)[O-])cccc2c1=O	-2	96	98	98	98	0	0.0	16	10	95	94
Cc1cc(C)n2nc(C(=O)NCCc3ccccc3)nc2n1	0	99	102	102	95	5	0.7	16	15	97	101
Cc1ccc(-c2nnc3n2N=C(c2ccccc2Br)CS3)cc1	/	98	105	101	105	6	2.0	-15	12	103	103
Cc1cccc(OCc2nc(-c3cccnc3)no2)c1	27	103	107	104	101	5	1.1	8	6	99	103
Cc1c(CCOC(=O)CC23CC4CC(CC(C)(C4)C2)C3)sc[n+]1Cc1ccc([N+](=O)[O-])cc1	/	96	100	95	103	40	54*	23	16	98	99
COc1ccc(-c2cc(C(F)(F)F)nc(SCCC(=O)N3CCCC3)n2)cc1	/	92	97	96	93	33	1.5	5	6	95	94
Cc1cc(Cl)ccc1Oc1cccc(C(=O)/C(C#N)=C/N(C)C)c1	/	97	102	100	101	28	1.9	19	12	99	99
Cc1ccc(-c2cc(C(=O)NC3=NCCS3)c3cc(Br)ccc3n2)o1	/	92	91	92	97	-3	0.4	102*	12	94	92
COc1ccc(-n2nnc3c(=O)n(CC(=O)OCc4ccccc4)cnc32)cc1	/	98	106	99	101	2	0.0	-1	22	101	100
c1ccc(Oc2ccc3ccccc3n2)cc1	-13	97	103	98	96	6	0.5	6	9	97	99
CC(C)(C)C(=O)Nc1ccc2c(c1)OCCOCCOc1cc(NC(=O)C(C)(C)C)ccc1OCCOCCO2	-12	96	101	98	106	1	0.4	4	21	101	104
COC(=O)CN1C(=S)N(c2ccc(Cl)cc2)C(=O)C1CC(=O)Nc1ccc(Cl)cc1 (stereo not given)	/	96	102	100	100	2	-0.6	14	21	100	107
CCN(CC(=O)Nc1ccc(C(C)=O)cc1)CC(=O)Nc1ccccc1C(F)(F)F	-3	95	96	95	105	18	3.8	27	7	98	99

Later entries:
SMILES	Pf gametocyte	Rac1 act GTP bind	Rac1 wt GTP bind	Cdc42 wt	Rab7 wt GTP bind	ABCG2 inh	ABCB1 inh	Mcl1-Noxa inh	Avidin bead fluor	Rab2 wt GTP	HRas wt GTP bind
N#CCCN(Cc1cccnc1)C(=S)NC(=O)c1ccc(S(=O)(=O)N2CCCC2)cc1	-34	95	98	95	98	-1	-0.6	25	23	97	97
O=C(NCc1cccc(C(F)(F)F)c1)c1cc(Cl)cc(Cl)c1	/	100	103	99	97	2	-0.1	-1	4	99	98
COc1ccc(C(=O)NCc2ccccc2OC)cc1	/	97	110	104	100	17	0.2	3	47	99	100
CCOC(=O)C1C(=O)C(C(=O)OCC)C(c2cccnc2)NC1c1cccnc1 (stereo not given)	/	96	101	98	94	0	-0.1	10	3	101	98
O=C(OCc1cc(Cl)ccc1OC(F)F)c1cccnc1	12	96	96	97	108	7	0.4	-3	8	101	100
COc1ccc(C(=O)Nc2cc(C(C)=O)c(/C=C/N(C)C)oc2=O)cc1	14	100	106	101	106	1	0.7	-10	10	101	102
CC(=O)n1cc(/C=C2/N=C(c3ccccc3)OC2=O)c2ccccc21	12	94	98	99	94	22	-1.2	38	23	94	94
CSCC[C@H](NC(=O)Nc1cccc(C(F)(F)F)c1)C(=O)O	/	100	106	104	101	0	-0.1	4	24	100	101
O=C1OC(Oc2ccccc2)(c2ccccc2)c2ccccc21 (stereo not given)	/	?	?	?	?	2	0.2	-24	37	?	?
CC1(C)Oc2ccc3ccc(=O)oc3c2C(/C=N/O)C1=O (stereo not given)	/	98	104	104	103	7	0.2	-1	13	101	100
CCOC(=O)C1C2C=CC3(CN(Cc4cccs4)C(=O)C13)O2 (stereo not given)	-3	?	?	?	?	0	-0.2	-3	10	?	?
CCN(CC)S(=O)(=O)c1cc([N+](=O)[O-])ccc1N=Nc1c(O)n(C)c2ccccc12	-3	98	98	99	96	-2	0.1	3	6	99	98
COc1cc(/C=N/Nc2ccc(C(F)(F)F)cn2)cc(OC)c1O	/	94	96	97	93	-4	-1.0	57*	8	94	95
CCOP(=O)(c1ccccc1)C1(C#N)CCCC1 (stereo not given)	/	97	101	103	102	1	0.4	4	10	101	102
CNC(=O)CN1C(=O)C2C3C=CC(C3)C2C1=O (stereo not given)	-1	95	99	98	95	0	0.2	-12	4	98	95
COc1ccccc1NC(=S)N(CCN1CCCCCC1)Cc1cccs1	8	98	101	98	94	-6	0.0	15	11	100	99
CCCCN(C)CCC(=O)Nc1ccc(Cl)cc1	/	100	105	104	97	8	2.0	11	13	100	100
COCC(C)N=C1NN=C(c2cc(C)n(Cc3ccccc3Cl)c2C)CS1 (stereo not given)	4	92	95	95	97	0	2.5	37	11	98	96
COC(=O)COc1ccc(S(=O)(=O)NC2CCCCCC2)cc1	/	96	99	101	99	0	0.0	-7	7	101	97
COC(=O)Nc1ccc(S(=O)(=O)Nc2ccc(O)cc2)cc1	/	100	106	106	101	18	1.8	10	36	99	102
CCOCCOC(=O)CCSc1n[nH]c(=O)[nH]c1=O	10	98	102	102	102	-6	-0.5	17	25	99	100
O=[N+]([O-])c1cc(S(=O)(=O)Nc2cccc(C(F)(F)F)c2)ccc1-n1nnc2ccccc21	/	?	?	?	?	0	-0.1	27	5	?	?
COC(=O)NCc1ccc(S(=O)(=O)N2CCOCC2)cc1	/	98	101	101	101	4	0.2	6	14	99	101
Cc1cccc2cc(C#N)c(NCCNS(=O)(=O)c3ccccc3)nc12	/	94	94	94	98	1	0.1	29	9	92	93
CNC(=S)Nc1ccc2nc(C)oc2c1	-30	92	91	94	106	1	-0.6	19	8	97	97

(cont.)
SMILES	Pf gametocyte	Rac1 act GTP bind	Rac1 wt GTP bind	Cdc42 wt	Rab7 wt GTP bind	ABCG2 inh	ABCB1 inh	Mcl1-Noxa inh	Avidin bead fluor	Rab2 wt GTP	HRas wt GTP bind
CN(Cc1cn(C)nc1-c1cccc(Cl)c1)CC1CCCCO1 (stereo not given)	-42	94	94	91	92	1	0.3	-1	8	95	93
COc1cc(/C=C2/SC(=S)NC2=O)ccc1OS(=O)(=O)c1ccc(C)cc1	/	98	96	98	96	-5	-1.2	98*	1	96	97
COc1ccc(CCNC(=O)Nc2ccccc2[N+](=O)[O-])cc1	-17	99	107	100	106	6	1.3	1	20	101	102
CC(=O)Nc1nn(C)c2nc3cc(C)ccc3cc12	1	99	101	98	100	0	0.1	-5	11	100	100
Cc1nonc1NC(=O)CSc1nc2c(C)cccc2cc1C#N	11	95	95	93	104	4	0.9	-8	26	95	93
CN(C)C(=O)CSc1nnc(-c2cccnc2)n1-c1ccccc1	/	102	109	109	97	3	0.5	0	7	103	102
CN1CCc2c(sc3nc(SCC(=O)N4CCOCC4)nc(N)c23)C1	/	94	94	98	97	0	0.0	22	37	96	97
O=C1C(Cc2ccccc2)NC(=S)N1c1ccccc1 (stereo not given)	/	100	106	103	101	7	0.8	1	17	99	103
CCCC/C(C)=N/NC(=O)C(=O)NCCc1ccccc1	-10	100	103	100	102	-5	-1.4	-6	18	101	98
CCc1c(C)c2ccc(OCC(=O)OC)cc2oc1=O	-1	99	102	100	105	11	0.8	-1	8	102	103
CCOc1ccc(NC(=S)Nc2ccc(C)c([N+](=O)[O-])c2)cc1	20	99	104	105	102	24	-0.4	28	17	104	102
O=S(=O)(c1cccc2cccnc12)n1cnc2ccccc21	3	96	97	99	99	1	0.2	8	9	98	98
Cc1cc(C)n(-c2nncc(-c3ccccc3)n2)n1	/	98	100	103	99	5	1.1	11	12	102	101
CCN(CC)CCn1cnc2c([nH]c3cccc(OC)c32)c1=O	/	99	101	103	102	4	1.2	8	9	101	103
O=C(/C=C/c1cccc([N+](=O)[O-])c1)NCCSCc1ccco1	-11	96	103	100	97	51	0.7	11	13	96	100
O=c1[nH]c(/C(Cl)=C/c2cc(Cl)ccc2O)nc2cc(Cl)ccc12	-22	98	103	98	98	-9	-0.5	41	14	99	100
CCOC(=O)C1(CCOc2ccccc2)CCN(Cc2cccn2-c2cccnc2)CC1	8	94	99	97	105	4	2.7	4	2	98	97
Cc1ccc(NS(=O)(=O)c2ccc(CCC(=O)N3CCOCC3)cc2)cc1	18	98	98	96	95	0	0.2	9	25	97	96
O=c1cc(N2CCCCC2)nc2n1CCCS2	/	100	102	103	99	12	1.1	9	35	101	102
Cc1ccccc1-n1nc(C)c(N=O)c1N	14	97	101	97	102	-2	0.0	2	24	97	99
